High-throughput results as filed in PubChem BioAssay.
Neddyl block: inhibitors of human cullin neddylation | AID 651699 | 360,000 compounds, 0.58% hits | calls only at 25 µM | TR-FRET cullin neddylation, biochemical | P61081+Q13564; in the data active = inhibition above about 36%
Rin1-Abl PPI inh: blocks binding of human Rin1 to Abl. P00519+Q13671. TR-FRET Rin1/Abl binding, biochemical. inhibition, % at 7.35 µM. 360,000 compounds, 0.4% hits. AID 588664; in the data active = inhibition above about 5%, passing the limit was not always enough
PABP1 MLLE inh: blocks PAM2 peptide binding to the PABP1 MLLE domain | inhibition, % at 20 µM | AID 588489 | GST-MLLE / FITC-PAM2 fluorescence polarization | 360,000 compounds, 0.36% hits; in the data active = inhibition above about 35%, passing the limit was not always enough;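 also: plate controls were DMSO wells with GST-MLLE for no effect and wells lacking GST-MLLE protein for full effect; some results filed as inactive read as strong as hits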
Target sequence (P11940 whole entry, looked up, the tested form may be a part): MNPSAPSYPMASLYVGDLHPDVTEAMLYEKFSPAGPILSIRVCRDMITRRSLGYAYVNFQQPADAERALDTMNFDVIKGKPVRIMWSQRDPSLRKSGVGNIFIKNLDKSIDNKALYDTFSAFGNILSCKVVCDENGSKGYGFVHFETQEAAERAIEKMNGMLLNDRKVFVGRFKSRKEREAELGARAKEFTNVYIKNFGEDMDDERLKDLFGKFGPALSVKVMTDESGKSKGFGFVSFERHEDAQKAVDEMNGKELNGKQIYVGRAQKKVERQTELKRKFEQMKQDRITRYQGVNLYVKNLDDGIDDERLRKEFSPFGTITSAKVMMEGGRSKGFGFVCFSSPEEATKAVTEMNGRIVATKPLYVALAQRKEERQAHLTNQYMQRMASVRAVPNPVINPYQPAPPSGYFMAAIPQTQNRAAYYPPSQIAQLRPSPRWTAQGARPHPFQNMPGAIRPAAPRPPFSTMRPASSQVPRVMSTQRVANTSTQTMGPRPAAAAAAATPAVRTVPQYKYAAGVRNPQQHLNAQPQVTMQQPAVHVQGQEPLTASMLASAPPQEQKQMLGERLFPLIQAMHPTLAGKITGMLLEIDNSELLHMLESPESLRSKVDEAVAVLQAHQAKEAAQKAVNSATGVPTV
FAS TE block: FAS thioesterase (human) inhibition. P49327. recombinant FAS-TE, OMFH fluorogenic substrate, fluorescence endpoint. inhibition, % at 15 µM. 360,000 compounds, 0.67% hits. AID 602261;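 active = compounds whose normalised, plate-corrected inhibition of enzyme fluorescence in the single-dose primary screen is 50% or more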;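 also: 0% = DMSO with enzyme and 100% = substrate without enzyme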
MsrA inhibitor: inhibitors of bovine MsrA; purified bovine MsrA, absorbance read-out; inhibition, % at 15.5 µM; 360,000 compounds, 0.75% hits; AID 651718; in the data active = inhibition above about 4.5%;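 also: 0% = vehicle wells with enzyme and 100% = reference inhibitor wells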
MsrA act: activators of bovine methionine sulfoxide reductase A; 360,000 compounds, 0.3% hits; purified bovine MsrA, absorbance read-out; AID 602163; activation, % at 10.6 µM; in the data active = activation above about 7.5%;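 also: 0% = vehicle and 100% = reference activator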
TbMetRS inhib: blocks T. brucei methionyl-tRNA synthetase activity; 360,000 compounds, 0.4% hits; purified T. brucei MetRS, ATP depletion, Kinase-Glo luminescence; inhibition, % at 11.9 µM;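 active = inhibition above a per-plate cutoff of the control wells' mean inhibition plus 3 SD, cut at about 5.5% in these data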;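 also: 0% = DMSO wells median and 100% = median of wells with control inhibitor compound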
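Dosing: 11.9 µM single point; system: parasite MetRS enzyme; technique: luminescence of leftover ATP; times: 15 min enzyme-compound preincubation, 2 h reaction, 10 min detection, 25 °C; replicates: each compound tested once; read-out basis: percent inhibition relative to median high and low control wells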
eLon inh: inhibits E. coli Lon protease; P0A9M0; purified E. coli Lon protease, fluorescence polarization; inhibition, % at 7.94 µM; 360,000 compounds, 0.42% hits; AID 602123; in the data active = inhibition above about 13%, passing the limit was not always enough;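 also: 0% = enzyme with probe and DMSO and 100% = no enzyme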
CSN inh: inhibitors of human CSN-mediated cullin deneddylation. Q92905. inhibition, % at 12.5 µM. 360,000 compounds, 0.38% hits. Purified CSN, SCF-Nedd8-OG deneddylation, fluorescence polarization;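 active = pattern-corrected inhibition above about 35%, with an unprinted fluorescence ratio check between 0.5 and 1.5, limit read from the data, passing the limit was not always enough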;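 also: 0% = enzyme with substrate and 100% = substrate without enzyme; some results filed as inactive read as strong as hits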
Target sequence (Q92905 whole entry, looked up, one chain of several): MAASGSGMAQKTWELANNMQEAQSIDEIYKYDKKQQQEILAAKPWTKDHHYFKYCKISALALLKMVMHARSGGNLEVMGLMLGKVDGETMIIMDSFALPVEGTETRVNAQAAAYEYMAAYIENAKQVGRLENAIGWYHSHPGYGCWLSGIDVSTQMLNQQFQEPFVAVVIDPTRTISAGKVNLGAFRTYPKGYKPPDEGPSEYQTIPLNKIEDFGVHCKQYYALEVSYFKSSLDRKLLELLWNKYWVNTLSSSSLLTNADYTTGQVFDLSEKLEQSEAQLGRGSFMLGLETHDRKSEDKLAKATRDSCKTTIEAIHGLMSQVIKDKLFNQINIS
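Detection – fluorescence polarization · System – HEK293T-derived human Csn5 enzyme · Controls – substrate-only high control, full reaction low control · Timing – 90 min, room temperature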
An asterisk follows results filed as active; i = inactive; / = not tested or not shown.

SMILES	Neddyl block	Rin1-Abl PPI inh	PABP1 MLLE inh	FAS TE block	MsrA inhibitor	MsrA act	TbMetRS inhib	eLon inh	CSN inh
CC(C)[C@H](NC(=O)NCCc1ccc(Cl)cc1)C(=O)O	i	-2	2	-4	-0.7	-8	-0.4	-1	-3
Cc1cc(C(=O)COC(=O)c2ccc(NC(=O)CC#N)cc2)c(C)n1-c1ccc(OC(F)F)cc1	i	4	-26	16	1.1	-12	-0.4	-34	4
CC1=C(C(=O)N2CCOCC2)CC(CC(=O)NC2CCCC2)C(=O)N1Cc1ccccc1 (stereo not drawn)	i	2	-6	-6	0.2	-6	-1.4	-3	-2
COC(=O)C(CC(C)C)NC(=O)C(N)Cc1ccccc1 (stereo not drawn)	i	-3	6	-6	2.2	-3	-0.3	3	1
Clc1cccc(OCc2nc(-c3ccncc3)n[nH]2)c1	i	-2	0	-8	2.4	-2	0.9	-4	-5
Cc1cccc(C)c1NC(=O)CSc1nnnn1-c1ccc(C(=O)O)cc1	i	-1	-5	-6	0.8	1	-0.8	-6	1
NS(=O)(=O)c1ccc(CCNC(=O)c2cc([N+](=O)[O-])ccc2N2CCOCC2)cc1	i	-1	-1	-2	2.3	-3	-0.4	0	-3
COc1ccc(C(C)(C)C)cc1NC(=O)Nc1ccc2c(c1)OCO2	i	0	7	32	-0.3	-1	-0.5	-4	0
CC(=O)Nc1ccc(OC(F)(F)Cl)cc1	i	0	0	-16	-0.8	-12	-1.1	2	-4
COc1cccc(CC(=O)OCC(=O)NC2CCCC2)c1	i	6	-9	-4	2.3	-2	-0.6	-8	4
COc1cc(NC(=O)CCNC(=O)N2CC(=O)Nc3ccccc32)cc(OC)c1OC	i	2	11	0	-0.5	0	0.3	3	2
CCCOc1ccc(C(O)(CCC)CCN2CCCCC2)cc1 (stereo not drawn)	i	3	-2	-5	-0.8	-1	-0.9	-11	-1

Individual results from the entries so far.
MsrA act with `Clc1cccc(OCc2nc(-c3ccncc3)n[nH]2)c1` reads -2
FAS TE block with `CC1=C(C(=O)N2CCOCC2)CC(CC(=O)NC2CCCC2)C(=O)N1Cc1ccccc1` (stereo not drawn) reads -6
MsrA inhibitor with `COC(=O)C(CC(C)C)NC(=O)C(N)Cc1ccccc1` (stereo not drawn) reads 2.2
FAS TE block with `COc1cccc(CC(=O)OCC(=O)NC2CCCC2)c1` reads -4

Continued.
SMILES	Neddyl block	Rin1-Abl PPI inh	PABP1 MLLE inh	FAS TE block	MsrA inhibitor	MsrA act	TbMetRS inhib	eLon inh	CSN inh
[O-]c1c[n+](-c2ccccc2)no1	i	1	1	-1	-1.0	-4	-0.2	-2	0
CCC(C(=O)Nc1cc(Cl)ccc1OC)c1ccccc1 (stereo not drawn)	i	1	10	14	0.0	-6	-0.2	2	3
Cc1ccc(S(=O)(=O)N(CC(=O)N2CCC(C)CC2)c2ccccc2)cc1	i	5	3	-1	1.8	-3	-1.1	-3	-4
COC(=O)c1c(-c2ccc(OC)c(OC)c2)csc1N	i	-1	34	2	0.0	-1	0.7	-5	2
COc1ccc(N(CC(=O)NCc2ccc(Cl)cc2)S(=O)(=O)c2c(C)nn(C)c2C)cc1	i	2	-3	0	-0.4	-3	0.0	-10	7
N#Cc1cccc(-c2csc(C(O)c3ccco3)n2)c1 (stereo not drawn)	i	1	-6	0	0.8	-3	-0.2	-7	6
COC(=O)c1ccc(CSc2nnc(CS(=O)Cc3ccc(Br)cc3)n2-c2ccccc2)cc1 (stereo not drawn)	i	-2	4	19	-0.3	-3	0.2	5	-4
CCc1ccc(NC(=O)C2CCN(c3ncnc4c3nc3n4CCCCC3)CC2)cc1	i	3	5	32	0.0	-2	0.0	4	5
CC1(C(=O)NS(=O)(=O)c2ccccc2Cl)CCN1C(=O)CCc1ccc(Cl)cc1Cl (stereo not drawn)	i	5	-4	-9	-0.3	-11	-0.3	0	-1
Cc1[nH]n(-c2ccccc2)c(=O)c1C=NCc1ccncc1	i	-1	-3	-3	0.2	-5	-0.9	-14	-4
NC(=O)SCC(=O)Nc1cccc(Cl)c1	i	-2	37	-169	-1.2	1	0.2	-3	-1
C[C@H](OC(=O)n1ccnc1)[C@@H]1O[C@@]2(C)CCC[C@@H]1O2	i	4	5	-9	-1.6	-1	0.0	-18	1

Some entries already given, showing only eLon inh and PABP1 MLLE inh:
Molecule | eLon inh | PABP1 MLLE inh
COc1ccc(N(CC(=O)NCc2ccc(Cl)cc2)S(=O)(=O)c2c(C)nn(C)c2C)cc1 | -10 | -3
N#Cc1cccc(-c2csc(C(O)c3ccco3)n2)c1 (stereo not drawn) | -7 | -6
COC(=O)c1ccc(CSc2nnc(CS(=O)Cc3ccc(Br)cc3)n2-c2ccccc2)cc1 (stereo not drawn) | 5 | 4
CCc1ccc(NC(=O)C2CCN(c3ncnc4c3nc3n4CCCCC3)CC2)cc1 | 4 | 5
CC1(C(=O)NS(=O)(=O)c2ccccc2Cl)CCN1C(=O)CCc1ccc(Cl)cc1Cl (stereo not drawn) | 0 | -4

Remaining list, next part
SMILES	Neddyl block	Rin1-Abl PPI inh	PABP1 MLLE inh	FAS TE block	MsrA inhibitor	MsrA act	TbMetRS inhib	eLon inh	CSN inh
CCOC(=O)c1[nH]c2ccc(OC)cc2c1NC(=O)CCN1CCc2ccccc2C1	/	-1	-10	0	1.8	-2	-1.1	-7	-4
CC(NCc1ccccc1O)c1ccccc1 (stereo not drawn)	i	1	2	-6	1.3	-3	-0.6	-1	-4
O=C(CCN1CCCCC1)N/N=C/c1c[nH]c2ccccc12	i	-4	11	-3	1.6	-7	-0.4	-12	0
Cn1c(CNC(=O)c2ccc3c(c2)OCO3)nnc1SCC(=O)Nc1ccccc1F	i	-1	19	0	1.9	-3	0.0	-3	3
N#CCC(=O)Nc1ccc(C(=O)N2CCN(S(=O)(=O)c3ccc4ccccc4c3)CC2)cc1	i	3	-11	6	0.3	-2	0.3	-11	0
Cc1ccc(C)c(N2N=C(C(=O)Nc3cccc(S(=O)(=O)N4CCCCC4)c3)CCC2=O)c1	i	4	-3	24	1.5	-5	-0.3	-9	-3
COc1ccc(CCNC(=O)CCNC(=O)c2ccco2)cc1OC	i	1	0	-5	-0.9	-6	-0.4	22*	2
CC(=O)NC(CCS(C)(=O)=O)C(=O)Nc1cc(C)ccc1C (stereo not drawn)	i	-1	6	-4	-0.2	-7	-0.2	6	-6
CCOC(=O)Cn1nc(NC(=O)c2cc(OC)cc(OC)c2)cc1C	i	0	-9	-5	0.5	-13	-1.2	10	6
COc1ccc(S(=O)(=O)N2CCCC(C(=O)NC3CCCCC3)C2)cc1 (stereo not drawn)	i	1	2	-1	0.5	-5	0.1	1	5
C[C@@H]1CN([C@H](C)CO)C(=O)c2cc(NC(=O)Nc3ccc(F)cc3)ccc2O[C@@H](C)CCCCO[C@H]1CN(C)S(=O)(=O)c1cccs1	i	0	2	81*	-0.1	-2	0.0	-4	1
CC1(C(=O)NC2CCCC2)CCN1C(=O)Cc1ccc(-c2ccccc2)cc1 (stereo not drawn)	i	0	15	3	-0.4	0	-0.3	0	-6
CCC(=O)Nc1cccc(NC(=S)NC(=O)c2ccccc2Cl)c1	i	1	26	1	1.7	0	-0.4	-1	-3
N#C/C(=C\c1ccccc1C(F)(F)F)C(=O)Nc1ccccc1	i	-4	-3	36	0.9	-3	-0.2	-1	1
Cc1ccc(S(=O)(=O)N2CCN(C(=O)CCC(=O)Nc3ccc(Br)c(C)c3)CC2)cc1	i	1	3	26	-1.1	-2	-0.2	-10	-2
COc1ccc(C(=O)Cn2nnc(-c3ccccc3F)n2)cc1	i	4	-8	-1	-0.3	-4	-0.8	-3	2
COc1ccc(O)c(CN2CCC(n3nccc3NC(=O)c3ccccc3Cl)CC2)c1	i	-1	-9	-5	-0.1	0	-0.3	-4	2
Fc1ccccc1-c1nc2ncccc2o1	i	5	6	-5	1.0	0	0.1	-5	-4
CCCCS(=O)(=O)N1CCCC(C(=O)Nc2ccc3c(c2)CCC3)C1 (stereo not drawn)	i	0	16	3	2.1	-3	-0.4	-12	-1
COC(=O)N/N=C(\C)c1cccc(C(F)(F)F)c1	i	2	-5	2	1.4	-2	0.8	-4	-4
COc1ccc(CNC(=O)C2CCN(C(=O)c3ccco3)CC2)cc1	i	-2	-4	-7	0.0	-1	0.0	2	1
CCN(CC)CCN(C(=O)C1=COCCO1)c1nc2cc3c(cc2s1)OCO3	i	-3	25	-2	1.2	-4	2.6	6	1
CC(C)(C)c1ccc(C(=O)N/C(=C\c2ccco2)C(=O)Nc2ccccc2C(=O)O)cc1	i	0	-18	3	3.4	-3	-0.5	-84	32
CC(C)n1ncc2c(C(=O)O)cc(C3CC3)nc21	i	-2	3	-4	0.8	-3	0.1	-7	-3
O=C(CCN1CCOCC1)NNC(=O)Nc1cccc(Cl)c1	i	1	7	-5	-1.2	-1	0.1	13	1
NC(=O)C1=C[C@@H](c2csc3ccccc23)C[C@@H](OCc2ccc(CO)cc2)O1	i	-2	0	4	0.8	-7	-0.5	-14	10
Cc1ccc(S(=O)(=O)Nc2cccc(N(C)S(C)(=O)=O)c2)cc1[N+](=O)[O-]	i	2	9	1	0.7	-2	0.2	-7	-1
O=C(Cc1ccccc1[N+](=O)[O-])Nc1ccc2c(c1)OCCO2	i	-3	21	-6	-0.7	6	1.2	-5	24
C#CCSc1nc(Cc2ccc(Cl)cc2)nc2ccccc12	i	-8	1	27	0.8	-3	1.4	-2	2
O=C1CC(C(=O)NC2CCCCC2)C2(CCCCC2)O1 (stereo not drawn)	i	1	11	-2	0.3	-1	-0.2	-4	1
O=C(Nc1nnc([C@@H]2C[C@H](O)[C@@H](CO)O2)s1)c1cccc2ccccc12	i	0	-2	-6	1.6	-1	0.8	-26	2
CS(=O)(=O)N(CCc1ccccc1)CC(=O)Nc1ccc(Br)cc1F	i	-2	-16	21	-1.6	-2	0.7	-2	-2
CCn1c(=O)n(CC)c2cc(N3CCCC3)c(NC(=O)c3ccc(C)c([N+](=O)[O-])c3)cc21	i	5	13	13	0.0	-2	-0.1	-11	-5
Cc1c(C(=O)OCC(=O)N2CCCC(C)C2)oc2ccccc12 (stereo not drawn)	i	2	13	5	-0.6	4	-0.4	-15	0
COc1ccc(C(CC(=O)Nc2ccc(C)cn2)N2Cc3ccccc3C2=O)cc1 (stereo not drawn)	i	8	-1	-4	0.6	-3	-0.7	-5	-2
O=C(CSc1nnc(-c2ccc(NS(=O)(=O)c3ccccc3)cc2)o1)NCC1CCCO1 (stereo not drawn)	i	1	-35	-4	1.8	-14	1.2	4	5
CCn1c(SCC(=O)Nc2nc(-c3ccccc3)cs2)nnc1-c1ccccc1	i	4	1	15	-0.7	-8	-1.0	-2	1
Cc1cc(N/C=C/C(=O)c2cccc3ccccc23)no1	i	0	6	8	4.7*	-4	-0.2	-2	-1
O=C(CN1C(=O)c2ccccc2S1(=O)=O)NCc1ccc(F)cc1	i	4	-6	-1	0.2	-3	0.2	-10	-1
Cc1ccc(O)c(-c2cc(C(=O)Nc3ccc(S(=O)(=O)Nc4nccc(C)n4)cc3)[nH]n2)c1	i	-4	-9	-5	-0.6	-8	0.1	-6	0
CC1(C)COCN1C(=O)c1ccc(C#N)cc1	i	2	-5	-5	1.8	-11	-1.6	0	1
CN1CCN(c2cc(C(F)(F)F)nc(-c3ccccn3)n2)CC1	i	-2	-9	-4	0.4	-2	0.5	5	2
NC(=O)c1cc([N+](=O)[O-])ccc1NCc1cccc(N)c1	i	-5	24	-4	3.6	-11	0.0	0	-5
O=C(CCn1nc(-c2ccc(Cl)cc2)c2ccccc2c1=O)NCCN1CCOCC1	i	-1	-1	-4	0.1	-5	-0.6	-2	-5
COC(=O)CN1C(=O)[C@H]2[C@@H](c3ccc(C)o3)N3C(=O)CN(CCO)C(=O)[C@@]3(C)[C@H]2C1=O	i	2	3	-5	0.3	-3	-0.1	-12	-4
